Bioassay records from PubChem BioAssay.
Tau ThT inhib = tau fibrillization inhibition (ThT binding); P10636; recombinant tau K18 P301L, heparin-induced fibrillization, ThT fluorescence; Potency, µM (titrated, usually from 57.4 µM), without a hit: at the highest dose activity, negative = inhibition, usual class: inhibitors; hit rate 2.1% among 270,000; also: % is scaled to controls: 0 for no effect and ±100 for the full control effect; nearly all actives have a fitted effect of over 55% in size
Target sequence (P10636 561-689 P618L limits assumed): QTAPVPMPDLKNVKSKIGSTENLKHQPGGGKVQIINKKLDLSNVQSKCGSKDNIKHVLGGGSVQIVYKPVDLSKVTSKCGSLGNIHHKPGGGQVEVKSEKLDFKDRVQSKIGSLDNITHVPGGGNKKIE
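ThT emission at 510 nm, taken 1 hr after adding 30 uM dye, quantifies aggregates formed when 20 uM heparin acts on human tau K18 P301L for 6 hr at 37 C.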
RECQ1 inh = inhibitors of human RECQ1 DNA helicase; P46063; RECQ1 DNA unwinding, red fluorescence kinetic read; Potency, µM (highest dose often 57.3 µM), without a hit: at the top dose activity, negative = inhibition, usual class: inhibitors; hit rate 0.54% among 240,000; AID 2549;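 also: plate controls were vehicle for no effect and no enzyme for full effect; nearly all actives have a fitted effect of over 30% in size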
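50 nM RECQ1T1 preincubated 15 min with compound in Tris pH 8.0 buffer with MgCl2, DTT, Tween-20 and 2.5 ug/ml poly(dI-dC); started with 200 nM TAMRA/BHQ-2 forked duplex and 2 mM ATP. Unwinding read as fluorescence (525/598 nm), two reads 2 h apart.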
ALDH1A1 block = ALDH1A1 (human) enzyme inhibition; P00352; hit rate 7.3% among 220,000; Potency, µM (doses to about 75.3 µM), without a hit: top-dose activity, negative = inhibition, actives largely listed as inhibitors; Purified ALDH1A1, NADH fluorescence, propionaldehyde substrate; AID 1030; active = well fitted inhibition curve with a large enough effect, not every such curve was filed as active; inconclusive = small, poorly fitted or top-dose-only effect, or another doubt; inactive = no such curve, though single readings can be large or run the other way;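 also: plate controls were no enzyme wells and a reference inhibitor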
Target sequence (P00352 whole entry, looked up): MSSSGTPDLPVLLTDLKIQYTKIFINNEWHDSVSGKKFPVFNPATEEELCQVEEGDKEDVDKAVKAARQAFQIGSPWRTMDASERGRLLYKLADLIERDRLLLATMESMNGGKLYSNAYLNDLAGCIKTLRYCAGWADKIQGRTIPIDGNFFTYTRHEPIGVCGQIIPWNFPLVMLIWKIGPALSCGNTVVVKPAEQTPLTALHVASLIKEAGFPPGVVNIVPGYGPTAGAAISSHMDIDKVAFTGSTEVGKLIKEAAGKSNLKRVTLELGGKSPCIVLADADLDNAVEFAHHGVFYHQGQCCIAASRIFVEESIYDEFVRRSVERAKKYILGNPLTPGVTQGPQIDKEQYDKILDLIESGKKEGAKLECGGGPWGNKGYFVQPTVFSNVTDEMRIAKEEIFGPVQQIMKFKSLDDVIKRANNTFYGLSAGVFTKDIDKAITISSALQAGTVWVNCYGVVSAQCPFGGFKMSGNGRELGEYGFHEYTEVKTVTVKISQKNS
SMN2 splice up = increases expression of the SMN2 splice variant. HEK293 SMN2-luciferase splicing reporter, luminescence, 30-36 h. Potency, µM (series often up to 46.1 µM), for the others: at the highest dose activity change, positive = activation, actives largely listed as activators. hit rate 2.8% among 210,000. AID 1458; also: % of control where 0% means no effect; nearly all actives have a fitted effect of over 55% in size
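HEK293 cells carry an SMN2 minigene-luciferase reporter in which exon 7 inclusion puts luciferase in frame. Cells were seeded at 2000 cells/well, attached for 10-12 hours, then exposed to compounds for 30-36 hours at 37C before ONE-Glo luminescence.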
KinaseGlo FLuc = blocks Kinase-Glo luciferase, a counter-screen artifact | Potency, µM (doses to about 38.3 µM), inactives show at the highest dose activity change, negative = inhibition, actives largely listed as inhibitors | Kinase-Glo luciferase, ATP luminescence, 8 min | Q27757 | hit rate 0.28% among 200,000; also: % is scaled to controls: 0 for no effect and ±100 for the full control effect; nearly all actives have a fitted effect of over 60% in size
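Compound is pinned into ATP-containing buffer (10 uM ATP, imidazole pH 7.2, 7 mM MgCl2). Kinase-Glo luciferase reagent is then added. Light output is recorded following an 8-min room-temperature incubation.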
JMJD2E inh = blocks human JMJD2E demethylase activity; B2RXH2; JMJD2E catalytic domain, FDH-coupled NADH fluorescence (FDH is formaldehyde dehydrogenase); Potency, µM (doses to about 57.1 µM), for the others: at the highest dose activity change, negative = inhibition, actives largely listed as inhibitors; hit rate 1.6% among 230,000; active = well fitted inhibition curve with a large enough effect, not every such curve was filed as active; inconclusive = small, poorly fitted or top-dose-only effect, or another doubt; inactive = no such curve, though single readings can be large or run the other way;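 also: 0% = wells with enzyme and -100% = buffer wells without enzyme; nearly all actives have a fitted effect of over 50% in size; many of its hits are not listed in these tables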
Target sequence (B2RXH2 1-337 limits assumed): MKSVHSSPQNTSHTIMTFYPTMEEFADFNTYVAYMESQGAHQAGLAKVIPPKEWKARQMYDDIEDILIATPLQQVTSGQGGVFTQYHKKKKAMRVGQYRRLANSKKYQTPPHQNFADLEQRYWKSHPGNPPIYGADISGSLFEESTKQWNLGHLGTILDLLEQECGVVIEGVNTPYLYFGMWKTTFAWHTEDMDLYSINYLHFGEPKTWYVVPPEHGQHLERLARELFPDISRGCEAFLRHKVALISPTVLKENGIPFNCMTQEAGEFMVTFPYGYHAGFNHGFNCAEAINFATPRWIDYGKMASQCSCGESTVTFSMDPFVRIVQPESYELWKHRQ
L3MBTL1 inh = L3MBTL1 (human) inhibition | AlphaScreen L3MBTL1–H3K9me1 peptide binding | Potency, µM (doses to about 57.1 µM), for the others: at the top dose activity, negative = inhibition, usual class: inhibitors | hit rate 0.66% among 230,000; also: % is scaled to controls: 0 for no effect and ±100 for the full control effect; nearly all actives have a fitted effect of over 60% in size
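Displacement of a biotinylated histone H3(1-15) peptide monomethylated at Lys9 (75 nM) from L3MBTL1 (50 nM) was measured by AlphaScreen after a 30 min room-temperature compound incubation; cefsulodin titration served as intraplate control.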
Lamin A splicing = changes lamin A minigene splicing in HeLa cells; HeLa LMNA splicing GFP/RFP minigene ratio, 48 h; Potency, µM (top dose mostly 46.1 µM), inactives show at the top dose ratio change, negative = inhibition, most hits filed as inhibitors; hit rate 0.01% among 200,000; AID 1487; active = well fitted inhibition curve with a large enough effect in the signal ratio, with a control signal flat, not every such curve was filed as active; inconclusive = small, poorly fitted or top-dose-only effect, or effect the other way, or a change in a side signal; the % refers to the signal ratio; also: % is scaled to controls: 0 for no effect and ±100 for the full control effect
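S3 HeLa stable clones carrying a lamin A-EGFP splicing minigene plus DsRed2 were seeded at 600 cells/well in Opti-MEM with 2% FBS, pin-dosed and incubated 48 h at 37°C. Acumen cytometry (488 nm) gave the GFP/RFP total-intensity ratio.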
Numbers without * were called inactive; i = inactive; ? = inconclusive; . = no result given; [ ] = remark or other dose. Unless noted, calls follow the shape of the dose curve; as a rule, active = well fitted curve in the direction sought with a large enough effect; inconclusive = small, poorly fitted or top-dose-only effect, or another doubt; inactive = no such curve, though single readings can be large; an effect the other way counts as inactive or inconclusive. Potency is read from the fitted curve at half-maximal effect. A portion of the library; the hit share may differ from the screen's.

Values in the order: L3MBTL1 inh | JMJD2E inh | RECQ1 inh | SMN2 splice up | ALDH1A1 block | KinaseGlo FLuc | Lamin A splicing | Tau ThT inhib
CCOC(=O)CNS(=O)(=O)c1cc(-c2nnc(Nc3ccc4c(c3)OCO4)c3ccccc23)ccc1C
  -2% | 2% | -4% | -13% | ? | 3% | -1% | -14%
COc1ccc([N+](=O)[O-])cc1NC(=O)c1cccs1
  -5% | 10% | 1% | 15% | -6% | -1% | . | -13%
O=[N+]([O-])c1ccc(S(=O)(=O)NCCN2CCOCC2)cc1
  7% | 4% | i | . | 1% | 0% | 17%[46 µM] | -1%
O=C(O)C(Cc1ccccc1)N1C(=O)c2ccccc2C1=O (stereo unspecified)
  . | -4% | -2% | 12% | 5% | -5% | 3% | -5%
O=C(O)C1C2C=CC(C2)C1C(=O)NCCCN1CCOCC1 (stereo unspecified)
  . | 1% | 9% | 16% | 1% | -1% | 2% | -1%
COc1ccc(COc2cc(-c3cccc(OC)c3)nc3ccc(N)cc23)cc1
  -24% | ? | -17%[81.1 µM] | -41%[inhibitor] | ? | 1%[39.9 µM] | ? | ?
COCCCNC(=O)CCCC(=O)NCCCOC
  -2% | -1% | -18% | 17% | 1% | 3% | 6% | 1%
Cc1ccc([N+](=O)[O-])cc1NC(=S)NC(=O)c1ccco1
  20% | -4% | -5% | 13% | 1% | 1% | -10% | -4%
Cc1cc(C(=O)NNc2ccc(F)cc2)no1
  5% | -11% | i | . | ? | . | . | -3%
COc1cc(/C=C/C(=O)O)cc(S(=O)(=O)NCCO)c1OC
  4% | ? | -14% | 11% | ? | 3% | -6% | -7%
Cc1ccccc1/C=C/c1nc2ccccc2c(=O)n1Cc1ccccc1
  22% | ? | -6% | ? | ? | -3% | -2% | ?
O=C(NCc1cn2ccccc2n1)c1ccc(Br)o1
  18% | 10% | -7% | . | ? | -4% | -8% | 7%
O=C1CN(c2ccccc2F)C(=O)CN1c1ccccc1F
  . | 13% | i | . | -1% | 5% | -2% | -7%
CC(Oc1ccccc1)c1ccnn1S(C)(=O)=O (stereo unspecified)
  . | -2% | i | 2% | 3% | -3% | -2% | -3%
O=C(c1ccccn1)N(c1ccccc1)C1(C(=O)NC2CCCCC2)CCCCC1
  -8% | -2% | -6% | 2% | 5% | 1% | 6%[9.22 µM] | -8%
CC(C(=O)NC(C)(C)C)N1C(=O)c2cccc3cccc(c23)C1=O (stereo unspecified)
  . | ? | i | 0% | ? | -3% | . | -7%
CCOc1cc(/C=N/NC(=O)c2cc(-c3cccnc3)nc3ccccc23)ccc1O
  11% | 6% | 6% | 0% | 4% | -1% | ? | 1%
CC1C(=O)CCC2[C@]1(C)CCC1[C@]2(C)CC[C@@]2(C)C3CC(C)(C)CC[C@]3(C)CC[C@@]12C (stereo partly specified)
  . | 5% | i | 2% | 3% | -1% | . | 2%
COc1ccc(NCC(=O)N2CCCC2)cc1Cl
  . | 2% | i | 14% | -13% | 0% | 7%[46 µM] | -6%
Cc1cc2cc(OCC(=O)O)ccc2n1C
  -4% | ? | -5% | 13% | 5% | 0% | -6% | -13%
Nc1c(C(=O)NCCN2CCOCC2)c2nc3ccccc3nc2n1CCc1ccccc1F
  . | ? | -7% | 57% | ? | -5% | 5% | ?
CCOc1c(Br)ccc2c1sc1nc[nH]c(=O)c12
  2% | -3% | -17% | . | 3% | . | 30% | -8%
Cc1ccc(CC(=O)c2ccc(Cl)cc2)cc1
  41%[activator] | 2% | i | . | . | . | . | -4%
Cc1ccc(CN(C(=O)C(F)(F)F)C(C(=O)NC2CCCCC2)c2ccco2)cc1 (stereo unspecified)
  41%[activator] | 8% | -7% | 0% | -4% | 2% | 0% | -6%
O=S(=O)(NCCCN1CCOCC1)c1ccc2c(c1)OCCO2
  -13% | -4% | -14% | -1% | -11% | -1% | . | -1%
CC(C)CCN1CCN(Cc2cccc(C(F)(F)F)c2)CC1CCO (stereo unspecified)
  -14% | 5% | -7% | . | 5% | -5% | . | 14%
O=C(CSc1nnc(-c2ccccn2)n1Cc1ccccc1)N1CCOCC1
  -9% | 14% | i | -4% | 4% | 2% | 2%[46 µM] | 0%
C(=N\Nc1nc(Nc2ccccc2)nc(N2CCOCC2)n1)/c1c[nH]c2ccccc12
  -14% | -1% | -10% | 6% | 7% | -1% | ? | ?
Cc1ccc(S(=O)(=O)NCCC(=O)N2CCCCC2)cc1
  1% | 8% | -6% | -8% | -12% | 1% | 1% | -3%
O=C(CSc1nccn1-c1ccccc1)NCc1ccc2c(c1)OCO2
  . | 6% | 0% | -9% | -3% | 1% | 13% | -8%
CCCCc1ccc(S(=O)(=O)NC2CCS(=O)(=O)C2)cc1 (stereo unspecified)
  3% | ? | i | . | 5% | . | . | -1%
Cc1ccc(N2CCN(C(=S)Nc3ccccc3)CC2)cc1
  . | -12% | -15% | -12% | 0% | -1% | . | -17%
CC(C)(C)c1cc2cccnc2n1Cc1ccccc1
  4% | ? | 18% | -7% | 0% | -4% | -7% | 5%
C=CCNCCCOc1ccc(C(C)(C)c2ccccc2)cc1
  1% | -25% | i | 8% | ? | 3% | -2% | -17%
COc1ccc(COc2cccnc2N)cc1
  8% | 9% | i | . | 4% | . | . | -14%
COc1ccc(CCn2c(C)cc(C(=O)CSc3nnc(N)s3)c2C)cc1
  -10% | -22% | -6% | 7% | -9% | 10% | ? | ?
COc1ccc(C2C(C(=O)N3CCN(c4ccccn4)CC3)CCC(=O)N2c2cc(OC)c(OC)c(OC)c2)cc1 (stereo unspecified)
  11% | ? | i | -3% | 1% | 0% | 5%[46 µM] | -1%
O=C(CN1CCN(Cc2ccc(Cl)cc2)CC1)N/N=C/c1cccs1
  -4% | -1% | -3% | . | . | . | . | -8%
O=C(Nc1ccc2c(c1)OCO2)C(c1ccc(Cl)cc1)N1CCN(C(=O)c2ccco2)CC1 (stereo unspecified)
  -9% | 6% | -12% | -14% | -12% | 0% | -11% | -7%
Cc1cc(Oc2ccccc2)nc2ccc(O)cc12
  4% | ? | -6% | -12% | ? | 0% | 4% | -8%
Cc1ccc(N(CC(=O)NCc2ccncc2)S(C)(=O)=O)cc1Cl
  -9% | -2% | -15% | . | ? | . | -9% | -9%
Cn1c(N2CCN(C(=O)C34CC5CC(CC(C5)C3)C4)CC2)nc2ccccc21
  . | -7% | -3% | ? | 13% | 3% | -3% | 3%
Cc1ccc(/C=C2\SC(=S)N(CC3CCCO3)C2=O)o1 (stereo unspecified)
  ? | ? | ? | . | . | . | . | 16µM*
CC1CCN(c2nc(CN3CCCCC3)nc3scc(-c4ccccc4)c23)CC1
  -13% | -3% | -3% | -39%[inhibitor] | -11% | -3% | 3% | -4%
CNC(=O)c1csc(-c2ccc(Cl)cc2)n1
  -5% | -1% | i | 24% | -4% | 1% | . | 4%
O=C(CN1CCOCC1)NN1CC(=O)N(c2ccc(Cl)cc2)CC1=O
  1% | 2% | -18% | . | . | . | . | 1%
COc1ccc(CCNC(=O)CSCc2ccc([N+](=O)[O-])cc2)cc1
  10% | 3% | -6% | 15% | -5% | -3% | 0% | -3%
OCCNC(=S)NCCc1ccccc1
  9% | 22% | i | 4% | 10% | 0% | 0% | 3%
CCNC(=O)COC(=O)c1ccc(-n2nc(C)cc2C)cc1
  1% | -2% | 1% | 1% | 8% | -1% | -5%[46 µM] | 1%
Cc1ccccc1NS(=O)(=O)c1cc(C(=O)Nc2ccccc2-c2ccccc2)ccc1Cl
  -3% | ? | -10% | -14% | 1% | 9% | ? | -17%
CCOC(=O)c1cnn(-c2c(Cc3ccccc3)c(C)nc3c(-c4ccccc4)c(C)nn23)c1N
  . | 5% | -20% | 5% | 0.1µM* | -2% | 0% | -7%
CCN(CC)S(=O)(=O)c1ccc2oc(SCC(=O)NCc3ccccc3)nc2c1
  . | 2% | -2% | -37%[inhibitor] | -14% | -6% | ? | ?
CCOC(=O)c1cnc(-c2ccccc2)nc1Oc1ccc(Cl)c(Cl)c1
  -12% | 6% | -5% | -11% | 14% | -6% | 18% | -7%
CCOC(=O)C1CCN(S(=O)(=O)c2cccc(-c3cn4cccc(C)c4n3)c2)CC1
  . | ? | i | -33%[inhibitor] | -15% | -1% | -2% | -11%
Cc1cc(F)c(F)c(C(=O)N2C(C)CCCC2C)c1Cl (stereo unspecified)
  7% | -1% | i | -11% | 4% | -2% | -8%[46 µM] | 12%
COc1ccc(OC(=O)CN2C(=O)C3C4CCC(C4)C3C2=O)cc1 (stereo unspecified)
  6% | 3% | -3% | -9%[1.84 µM] | -9% | 2% | -25% | -5%
Cc1cc(N/N=C/c2cccc(F)c2)nc(NCc2ccccc2)n1
  -12% | -4% | -9% | . | . | . | . | -1%
CCN(CC)Cc1cc(CCNC(=O)c2ccc(Cl)cc2)ccc1O
  . | 11% | i | -8% | 1% | -6% | -6% | -12%
S=C(NCc1ccco1)N1CCN(Cc2ccc(Cl)cc2Cl)CC1
  -8% | -4% | -8% | -31%[inhibitor] | ? | 3% | 7% | ?
CCOC(=O)c1cc2c(ccn2C)n1CC(=O)N1CCN(c2ccc(F)cc2)CC1
  . | -13% | -10% | 5% | -1% | -4% | 2% | -16%
CC(=O)N(c1ccc(C)cc1)c1nc(C)cc(C)c1C#N
  14% | 3% | -12% | . | . | . | . | 0%
